# High-throughput results: PubChem, Sanford-Burnham Center for Chemical Genomics
# MKP-3 inhibition – inhibition of rat DUSP6 enzyme activity – biochemical, in vitro, primary screen (AID 425); 110,000 tested, 0.17% active; one-dose inhibition, % at 20 µM; IC50 in µM for titrated hits; recombinant MKP-3 phosphatase activity, fluorescence; higher % means a stronger effect; in the data active = inhibition above about 50%;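 note: plate controls were vehicle for no effect and reference inhibitor for full effect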
# Hsp70 displacement – Hsp70 inhibitors, probe displacement, primary screen, biochemical, fluorescence polarization (AID 583); Hsp70 fluorescence polarization probe displacement, mP; higher % means a stronger effect; 140,000 tested, 0.06% active; one-dose displacement, % at 20 µM; IC50 in µM for titrated hits; in the data active = displacement above about 50%;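 note: plate controls were vehicle for no effect and reference ligand for full effect; a part of the inactive calls stands beside numbers as strong as those of hits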
# Starred values were filed as active, the others as inactive; · = no result given; & = joins results of further samples. An excerpt; count on the stated rates, not on these rows.
Compound,MKP-3 inhibition,Hsp70 displacement
O=C(Oc1ccc2c(Cl)c(C(=O)Nc3ccc(F)cc3)sc2c1)c1ccco1,4%,-3.5%
COc1ccc(C2NCCO2)cc1OC (stereo not given),-4%,-0.1%
Cn1nnnc1SCc1cc(=O)[nH]c2ccccc12,5%,2.2%
COCCNC(=O)CSc1nc2c(n1-c1ccccc1)CCCC2,-4%,3.0%
Cc1ccc(-n2c(C)cc(/C=N/NC(=O)CC3(C)OCCO3)c2C)c(C)c1,·,-2.4%
COc1ccc2c(c1)c(/C=C/c1nc3ccccc3c(=O)n1-c1ccccc1[N+](=O)[O-])c(C)n2C,1%,3.5%
C=CCn1c(SCC(=O)O)nc2sc3c(c2c1=O)CCC3,1%,-4.8%
CCn1c(=O)c(C(=O)CN2CCOCC2)c(N)n(Cc2ccccc2)c1=O,-5%,-0.1%
COc1cccc(OCCOCCN2CCN(C)CC2)c1,4%,-3.4%
O=C(CSc1nnc(-c2ccc(S(=O)(=O)N3CCCC3)cc2)n1CC1CCCO1)NC1CC1 (stereo not given),-7%,-0.2%
CCOC(=O)c1cc(-c2ccncc2)nc2c1c(C)nn2C,-16%,4.1%
COC(=O)Cc1c(C)c2c(O)cc(C)cc2oc1=O,-9%,-1.1%
COc1ccccc1S(=O)(=O)Cc1ccc(C(=O)N2CCN(c3ccccc3)CC2)o1,-11%,8.3%
Cn1c(-c2ccc(Br)cc2)cnc1NCc1cccnc1,·,0.7%
CC(C)(C)NCCOc1ccc(Cl)cc1,3%,-1.1%
CCN1C(=O)c2cccc3c(NC(=O)c4ccc(S(=O)(=O)N5CCCCCC5)cc4)ccc1c23,2%,1.9%
CCC1SC2=NC(C)=C(C(=O)OC)C(c3cccs3)N2C1=O (stereo not given),-7%,4.6%
CCNC(=O)c1ccccc1-c1ccccc1C(=O)O,-2%,8.1%
CCC(=O)Nc1ccc(S(=O)(=O)Nc2cccnc2)cc1,-13%,2.8%
Cc1cccc(Nc2ncnc3ccccc23)c1,3%,-3.9%
CC1=C(C(=O)Nc2cccnc2)C(c2ccncc2)n2nnnc2N1 (stereo not given),-12%,-0.6%
Nc1nonc1N=Cc1cc(Br)ccc1O,-3%,5.2%
COc1cccc(-c2cnc(NCc3cc(Cl)ccc3O)n2C)c1,-4%,6.6%
CCN1CC(O)=C(c2nc3ccccc3s2)C1=N,·,0.8%
CSc1nncn1/N=C/c1ccc([N+](=O)[O-])cc1,0%,4.8%
COc1ccc(N(CC(=O)Nc2ccc(OC)c(OC)c2)S(C)(=O)=O)cc1,-3%,2.9%
Cc1ccc(C(C)C)c(OCC(=O)Nn2c(C)nc3ccccc3c2=O)c1,·,1.0%
O=C(/C=C/c1ccccc1)NC(=S)Nc1cccc(Cl)c1,2%,-3.4%
C=CCNC(=O)c1oc2ccc(S(=O)(=O)N(CC)CC)cc2c1C,-5%,4.2%
CC(=O)N1CCN(c2ccc(NCc3ccc4c(c3)OCO4)cc2)CC1,0%,-1.6%
Cc1cc(C)cc(Nc2cnn(C34CC5CC(CC(CC(=O)O)(C5)C3)C4)c(=O)c2Cl)c1,·,-1.8%
O=C(NCCc1c[nH]c2ccccc12)c1cc2sccc2n1Cc1ccccc1,·,6.4%
OC(c1cccnc1)c1cccs1 (stereo not given),7%,1.0%
CCOC(=O)/C(C#N)=C1/SC(CC)C(=O)N1c1ccc(C)cc1 (stereo not given),-5%,0.1%
C/C(=N\OCC(=O)N/N=C/c1ccc(C)cc1O)c1cccs1,0%,-7.1%&4.4%
O=C(O)CCC(NC(=O)C(Cc1ccc2c(c1)OCO2)NC(=O)c1ccccc1)C(=O)O (stereo not given),·,-2.7%
CCOc1cc(C(=O)NCc2nnc(SCC(=O)OC)n2C)cc(OCC)c1OCC,0%,3.7%
O=C(Nc1ccc(SC(F)F)cc1)C1=COCCO1,-6%,4.4%
CCn1c(SCC(N)=O)nnc1-c1ccc(S(=O)(=O)N2CCN(C)CC2)cc1,-14%,3.7%
COC(=O)n1ccc(C(=O)Nc2ccccc2F)n1,-1%,-1.3%
COC(=O)C1=C(C)N(c2cccc(C)c2)C(=O)/C1=C\c1ccccc1[N+](=O)[O-],3%,-2.8%
COc1cc(C(=O)Nc2ccccc2Br)cc(OC)c1OC,0%,3.2%
Cc1ccc(CNc2oc(-c3cccs3)nc2C#N)cc1,-2%,-4.9%
COCC(=O)Nc1sc2c(c1C(=O)OC)CCC(C)C2 (stereo not given),-2%,-0.4%
COc1cccc(N2CCN(CC(=O)c3c[nH]c4ccc(OC)cc34)CC2C)c1 (stereo not given),1%,-1.3%

# Nothing new here: entries from further up.
Compound,MKP-3 inhibition,Hsp70 displacement
COCC(=O)Nc1sc2c(c1C(=O)OC)CCC(C)C2 (stereo not given),-2%,-0.4%
COc1cccc(N2CCN(CC(=O)c3c[nH]c4ccc(OC)cc34)CC2C)c1 (stereo not given),1%,-1.3%

# (list continues)
Compound,MKP-3 inhibition,Hsp70 displacement
C=C(C)c1cccc(C(C)(C)NC(=O)NCCc2ccc(S(N)(=O)=O)cc2)c1,3%,-0.8%
CCOc1ccc(OCC)c(Nc2cc(C)nc3nc(C)nn23)c1,10%,-1.8%
CS(=O)(=O)c1ccc2nc(NC(=O)c3cc([N+](=O)[O-])ccc3Cl)sc2c1,3%,-3.3%
CCn1c(C)nc2cc(C(=O)OC(C(F)(F)C(F)F)C(F)(F)C(F)F)ccc21,1%,0.2%
Cc1ccc2nc3sc(C(=O)NCc4ccco4)c(N)c3cc2c1,·,-2.4%
CCCn1c(CN(Cc2ccccc2)Cc2ccccc2)nc2c1c(=O)n(C)c(=O)n2C,-10%,-8.2%
Cc1ccc(NC(=O)CCCN(C)S(=O)(=O)c2ccc(C)cc2)cc1,-2%,1.9%
Cc1noc(C)c1COC(=O)c1ccccc1Oc1ccccc1,-1%,-1.5%
CC1(C)CC(=O)c2sc(NC(=O)/C=C/c3ccco3)nc2C1,2%,0.3%
O=c1cc(CSc2ccc(Cl)cc2)nc(N2CCOCC2)[nH]1,8%,4.4%
CC(C)n1c(CCCO)nc2ccccc21,-4%,-4.1%
CCOC(=O)c1c(C)oc2c(CN3CCN(C)CC3)c(Br)c(OC)c(O)c12,-5%,2.3%
CCOC(=O)c1[nH]c(C)c(C(=O)Nc2cc(Cl)ccc2C)c1C,5%,1.1%
Cc1cccc(NC(=O)/C=C/c2cccc([N+](=O)[O-])c2)n1,-4%,-2.1%
CN1CCN(C(=O)c2ccc(Cl)c(Cl)c2)CC1,-1%,1.6%

# Two of these compounds, set out differently:
compound: Cc1ccc(NC(=O)CCCN(C)S(=O)(=O)c2ccc(C)cc2)cc1
- MKP-3 inhibition: -2%
- Hsp70 displacement: 1.9%
compound: CCOC(=O)c1[nH]c(C)c(C(=O)Nc2cc(Cl)ccc2C)c1C
- MKP-3 inhibition: 5%
- Hsp70 displacement: 1.1%

# In the list so far, five contain a nitro group on carbon.
Compound,MKP-3 inhibition,Hsp70 displacement
COc1ccc2c(c1)c(/C=C/c1nc3ccccc3c(=O)n1-c1ccccc1[N+](=O)[O-])c(C)n2C,1%,3.5%
CSc1nncn1/N=C/c1ccc([N+](=O)[O-])cc1,0%,4.8%
COC(=O)C1=C(C)N(c2cccc(C)c2)C(=O)/C1=C\c1ccccc1[N+](=O)[O-],3%,-2.8%
CS(=O)(=O)c1ccc2nc(NC(=O)c3cc([N+](=O)[O-])ccc3Cl)sc2c1,3%,-3.3%
Cc1cccc(NC(=O)/C=C/c2cccc([N+](=O)[O-])c2)n1,-4%,-2.1%

# Following part:
Compound,MKP-3 inhibition,Hsp70 displacement
COCCNC(=O)C(c1ccco1)N(C(=O)Cn1nnc2ccccc21)c1ccc(C)cc1C (stereo not given),-9%,2.8%
CC(C)NC(=O)c1ccc(C(C)C)cc1,5%,-1.7%
Cc1ccc(S(=O)(=O)/N=C(/CSC(N)=O)Nc2ccccc2)cc1,1%,2.5%
Nc1nnc(C2CCCC2)s1,-2%,0.9%
COC(=O)C1=C(C)NC(C)=C(C(=O)OC)C1c1ccc(Cl)cc1,-1%,3.8%
Nc1nc(Oc2ccc(F)cc2)c(I)c(=O)[nH]1,-1%,-2.0%
COC(=O)c1ccccc1S(=O)(=O)Nc1ccc2cn[nH]c2c1,0%,3.4%
O=C(NCCC1=CCCCC1)c1cnc2n(c1=O)CCS2,·,0.2%
Cc1ccc(-c2cc(-c3ccccc3)nc(N/N=C/c3ccccc3O)n2)cc1,2%,-0.2%
Cc1ccc(OCC(=O)Nc2cccc(C(F)(F)F)c2)c(C)c1,2%,1.5%
Cc1cc(C)n(CC(=O)NC2CCCCC2)n1,5%,2.1%
O=C(OCn1nnc2ccccc2c1=O)c1ccc2c(=O)n3c(nc2c1)CCC3,-3%,2.3%
CCC(C)[C@H](NC(=O)Nc1ccc2c(c1)OCCO2)C(=O)O (stereo not given in full),2%,1.2%
Cc1cc(NS(=O)(=O)c2ccc(Nc3nc(-c4sc(N)nc4C)cs3)cc2)no1,3%&3%,3.1%&1.0%
CCOc1ccc(N(CC(=O)NC2CCCCC2)C(=O)CSc2nnc(COc3ccccc3)o2)cc1,·,-1.8%
CCOc1cc2c3c(c1)C1(Nc4ccccc4S1)C(=O)N3C(C)(C)CC2C (stereo not given),·,1.8%
O=C(Nc1ccc(Cl)c(Cl)c1)c1ccc([N+](=O)[O-])o1,-3%,3.3%
O=C(CSc1nnc(-c2ccc(Br)cc2)n1C1CCCCC1)N1CCCC1,-4%,2.7%
COc1ccc(C(=O)/C=C/Nc2ccccn2)c(OC)c1,2%,0.7%
Cc1ccc(N2C(=O)C3Sc4[nH]c(=O)sc4C(c4ccccc4)C3C2=O)cc1 (stereo not given),·,-10%
O=C(Cn1c(O)c(N=NC(=O)C(=O)NCc2ccccc2)c2ccccc21)Nc1ccccc1,0%,-2.9%
C/C(Cn1nnc([N+](=O)[O-])n1)=N/NC(=O)Cc1ccccc1,-1%,1.8%
O=C(Nc1cc(C(F)(F)F)ccc1N1CCCCC1)c1ccc(Br)o1,·,3.5%
CC(C)c1ccc(OCc2ccc(C(=O)N3CCN(c4ccccn4)CC3)cc2)cc1,-5%,-3.0%
CCOC(=O)c1cnc(SCC(=O)N2CCN(C(=O)c3ccco3)CC2)nc1N,2%,-4.0%
O=C(Nc1ccc2oc(-c3ccccc3F)nc2c1)c1ccc2c(c1)OCCO2,9%&-8%,-3.1%
COc1ccc(C)cc1NC(=O)CCC1CCCC1,0%,1.3%
Cc1cc(N2CCOCC2)c2c(N)c(C)cc(C)c2n1,-6%,17%
Cc1nc(CNS(=O)(=O)c2cccc(F)c2)cs1,-2%,4.5%
COCCCNCCOCCOc1c(OC)cccc1OC,-4%,-5.7%
Brc1ccccc1-c1nc(-c2ccccc2)no1,-1%,-1.1%
CC(C)(Oc1ccc(Cl)cc1)C(=O)Nc1cccnc1,-17%,-2.3%
O=C1CCCC2=C1C(c1ccc(O)cc1)Nc1ccc(C(=O)c3ccccc3)cc1N2 (stereo not given),2%,-5.1%
Cc1nn(-c2ccccc2)c(C)c1C(=O)OCC(=O)Nc1ccc2c(c1)OCO2,4%,4.8%
COc1cc2c(cc1OC)-c1nnc(C)n1C(C)(C)C2,0%,-5.3%
O=C(CSc1nc2c(c(=O)n1-c1ccc(Cl)cc1)SCC2)Nc1nccs1,9%,0.9%
CNC(=S)N1N=C(c2ccc(C)cc2)CC1c1ccc(Br)cc1 (stereo not given),·,2.3%

# Five entries picked at random from those above, as already listed:
Compound,MKP-3 inhibition,Hsp70 displacement
Brc1ccccc1-c1nc(-c2ccccc2)no1,-1%,-1.1%
O=C(CSc1nc2c(c(=O)n1-c1ccc(Cl)cc1)SCC2)Nc1nccs1,9%,0.9%
CC(C)(Oc1ccc(Cl)cc1)C(=O)Nc1cccnc1,-17%,-2.3%
CNC(=S)N1N=C(c2ccc(C)cc2)CC1c1ccc(Br)cc1 (stereo not given),·,2.3%
COc1cc2c(cc1OC)-c1nnc(C)n1C(C)(C)C2,0%,-5.3%
